AmpC no deterg: qHTS Inhibitors of AmpC Beta-Lactamase (assay without detergent); AmpC nitrocefin hydrolysis, absorbance 480 nm, 0.0001% Triton; 330,000 compounds, 0.52% hits; AID 485341, 2010; Potency, µM (series often up to 57.1 µM), inactives show at the highest dose activity change, negative = inhibition, most hits filed as inhibitors;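 further: potency means the concentration at half of the fitted maximal effect; plate controls were no compound for no effect and no enzyme for full effect; nearly all actives have a fitted effect of over 20% in size; some results filed as inactive show a strong effect at the top dose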
Target sequence (P00811 whole entry, looked up): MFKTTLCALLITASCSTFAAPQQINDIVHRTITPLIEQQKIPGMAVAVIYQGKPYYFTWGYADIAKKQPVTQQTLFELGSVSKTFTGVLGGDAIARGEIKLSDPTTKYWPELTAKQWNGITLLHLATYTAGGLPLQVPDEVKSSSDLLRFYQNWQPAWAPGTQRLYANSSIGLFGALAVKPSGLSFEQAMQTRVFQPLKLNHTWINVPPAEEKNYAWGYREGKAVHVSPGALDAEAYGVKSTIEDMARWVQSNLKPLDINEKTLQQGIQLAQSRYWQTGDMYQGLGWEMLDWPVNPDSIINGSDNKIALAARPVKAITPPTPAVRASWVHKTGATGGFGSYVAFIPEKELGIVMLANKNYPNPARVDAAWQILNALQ
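AmpC (5.3 nM in the dispensed reagent) in 20 mM phosphate pH 7.0 with 0.01% (detergent screen) or 0.0001% Triton X-100 was preincubated with compounds for 15 min at room temperature. Nitrocefin was then added from an 800 uM solution, and hydrolysis was followed at 480 nm.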
Sm TGR block: qHTS Assay for the Inhibitors of Schistosoma Mansoni Peroxiredoxins; Schistosoma mansoni thioredoxin glutathione reductase (TGR), Q962Y6; purified TGR, DTNB reduction, TNB absorbance 405 nm; Potency, µM (top dose mostly 114 µM), for inactives: at the top dose activity change, negative = inhibition, actives largely listed as inhibitors; 360,000 compounds, 3% hits; AID 485364, 2010; further: potency means the concentration at half of the fitted maximal effect; nearly all actives have a fitted effect of over 60% in size
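Kinetic colorimetric format: TGR-catalysed, NADPH-driven DTNB reduction monitored via TNB absorbance. Enzyme dispensed at 20 nM; compound exposure 15 min at room temperature before reaction start.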
AmpC detergent: qHTS Inhibitors of AmpC Beta-Lactamase (assay with detergent); Potency, µM (doses to about 114 µM), for the others: top-dose activity change, negative = inhibition, most hits filed as inhibitors; P00811; 370,000 compounds, 0.041% hits; AmpC hydrolysis of nitrocefin, absorbance 480 nm, 0.01% Triton;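 further: potency means the concentration at half of the fitted maximal effect; 0% = no-compound wells and -100% = no-enzyme wells; nearly all actives have a fitted effect of over 25% in size; some results filed as inactive show a strong effect at the top dose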
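AmpC (5.3 nM in the dispensed reagent) in 20 mM phosphate pH 7.0 with 0.01% (detergent screen) or 0.0001% Triton X-100 was preincubated with compounds for 15 min at room temperature. Nitrocefin was then added from an 800 uM solution, and hydrolysis was followed at 480 nm.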
HCMV inh: qHTS Assay for inhibitors of the human cytomegalovirus (HCMV); HFF cells, HCMV-luciferase reporter, 72 h; hits give low values; activity change, negative = inhibition, % at 57.5 µM; 410,000 compounds, 4.5% hits; in the data active means activity change below about -60%; inconclusive means no clear call, values can overlap the other calls; inactive means above about -39%
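Screen run at 2 compound doses on HFFs infected with reporter HCMV, MOI 1 PFU/cell. Luciferase activity from cell lysates at 72 h post infection gave inhibition relative to buffer-only and Salinomycin wells.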
AMA1-RON2 inh: qHTS for Inhibitors of AMA1-RON; Towards Development of Antimalarial Drug Lead: Primary Screen. Plasmodium falciparum AMA1 (3D7) - RON2 peptide interaction. AlphaScreen AMA1-biotinylated RON2 peptide binding. Potency, µM (top dose mostly 58.2 µM), without a hit: top-dose activity change, negative = inhibition, usual class: inhibitors. 360,000 compounds, 0.2% hits. AID 720542, 2013;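 further: potency means the concentration at half of the fitted maximal effect; 0% = vehicle wells and -100% = peptide control; nearly all actives have a fitted effect of over 45% in size; some results filed as inactive show a strong effect at the top dose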
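AMA1 (3D7) with his tag at 25 nM final met compounds first, then biotinylated RON2 peptide at 25 nM; detection used donor plus acceptor beads, 10 µg/mL apiece, read by AlphaScreen after 30 min at room temperature.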
FBPA Giardia inh: qHTS Assay for Inhibitors of Fructose-1,6-bisphosphate Aldolase from Giardia Lamblia; A8B2U2; purified Giardia FBPA; Potency, µM (top dose mostly 59.6 µM), for inactives: at the highest dose activity, negative = inhibition, usual class: inhibitors; 290,000 compounds, 0.71% hits; AID 2451, 2010; further: potency means the concentration at half of the fitted maximal effect; nearly all actives have a fitted effect of over 55% in size
Target sequence (A8B2U2 whole entry, looked up): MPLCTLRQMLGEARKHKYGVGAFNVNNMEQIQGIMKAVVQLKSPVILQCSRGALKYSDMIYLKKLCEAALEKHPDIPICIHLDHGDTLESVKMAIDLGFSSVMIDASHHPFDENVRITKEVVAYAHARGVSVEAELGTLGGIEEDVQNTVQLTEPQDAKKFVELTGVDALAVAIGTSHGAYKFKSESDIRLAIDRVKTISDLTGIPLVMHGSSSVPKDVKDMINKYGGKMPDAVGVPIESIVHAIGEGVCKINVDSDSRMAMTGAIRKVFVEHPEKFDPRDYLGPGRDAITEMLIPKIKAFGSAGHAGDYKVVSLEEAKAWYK
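Giardia FBPA (40 nM reagent) was preincubated 10 min at RT with compound (up to 57.5 uM final), then substrate plus GAPDH/TPI/NAD/arsenate coupling system with diaphorase/resazurin was added; resorufin fluorescence (525/598 nm) was read after 20 min.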
Numbers without * were called inactive; [ ] = another dose, or the depositor's remark. Unless noted, the call rests on the fitted dose curve; in most records, active means well fitted curve in the direction sought with a large enough effect; inconclusive means small, poorly fitted or top-dose-only effect, or another doubt; inactive means no such curve, though single readings can be large; an effect the other way counts as inactive or inconclusive. Unless noted, on the % scale 0 is the no-effect control and ±100 the full control effect.

`Cc1cc2c(nn1)CCC/C2=N\O` gave AmpC no deterg 2%, Sm TGR block -2%, AmpC detergent -13%, HCMV inh 4, AMA1-RON2 inh 2% and FBPA Giardia inh 2%.
For COc1cccc(NC(=S)N(CCCN2CCCC2)Cc2cccn2Cc2ccc(Cl)cc2)c1 the results were AmpC no deterg 160%[activator], Sm TGR block 3%, AmpC detergent 1%, HCMV inh -34, AMA1-RON2 inh -13% and FBPA Giardia inh 0%.
`Cc1cc2c3c([nH]c2cc1S(=O)(=O)NCc1ccc(CN2CCCCCC2)o1)CCCC3=O` gave AmpC no deterg 38%, Sm TGR block -4%, AmpC detergent -5%, HCMV inh -14, AMA1-RON2 inh 1% and FBPA Giardia inh -15%.
`CCOc1ccc(CCNC(=O)/C=C/c2ccco2)cc1OCC` gave AmpC no deterg 7%, Sm TGR block 6.3µM*, AmpC detergent -8%, HCMV inh -6 and AMA1-RON2 inh -15%.
`Cc1cccc(C2c3[nH]c4ccccc4c3CCN2Cc2cccn2-c2ncccn2)c1` (stereo not drawn) gave AmpC no deterg 13%, AmpC detergent -2%, HCMV inh -32, AMA1-RON2 inh -15% and FBPA Giardia inh -14%.
For Cc1ccc(NC(=O)Cn2cc([N+](=O)[O-])nc2C)cc1C the results were AmpC no deterg -7%, Sm TGR block 1%, AmpC detergent inconclusive, HCMV inh 5, AMA1-RON2 inh -2% and FBPA Giardia inh -1%.
`CCCCc1ncc(CN2CCCC(C(=O)c3ccc(SC)cc3)C2)[nH]1` (stereo not drawn) gave AmpC no deterg 67%[activator], AmpC detergent -3%, HCMV inh -3, AMA1-RON2 inh -6% and FBPA Giardia inh 1%.
`CC(C)OC(=O)CSc1nnc(-c2cnccn2)n1-c1ccc(Cl)cc1` gave AmpC no deterg 80%[activator], Sm TGR block 4%, AmpC detergent inconclusive, HCMV inh -23, AMA1-RON2 inh 1% and FBPA Giardia inh 2%.
COCCN1C(=O)C(CC(=O)Nc2ccccc2)SC1=Nc1ccc(OC)cc1 (stereo not drawn) was read as AmpC no deterg 86%[activator], Sm TGR block 2%, AmpC detergent inconclusive, HCMV inh 14, AMA1-RON2 inh -25% and FBPA Giardia inh -4%.
Screening CCOc1ccc(S(=O)(=O)NCCc2sc3nc(-c4ccc(F)cc4)nn3c2C)cc1 returned Sm TGR block 5%, AmpC detergent 3% and HCMV inh inconclusive.
COc1ccc(NS(=O)(=O)c2ccc(N3CCOCC3)c(NC(=O)c3ccccc3Br)c2)cc1 was read as AmpC no deterg -37%, Sm TGR block 9%, AmpC detergent -2%, HCMV inh 0, AMA1-RON2 inh 1% and FBPA Giardia inh 1%.
Screening CC(=O)Nc1ccc(S(=O)(=O)NCCC(=O)NNC(=O)c2ccccc2O)cc1 returned AmpC no deterg -23%, Sm TGR block 3%, AmpC detergent -7%, HCMV inh 39 and AMA1-RON2 inh 38%[activator].
Screening NC(=O)N=Nc1c(O)n(Cc2ccccc2)c2ccc(Br)cc12 returned AmpC no deterg -23%, Sm TGR block inconclusive, AmpC detergent inconclusive, HCMV inh -12, AMA1-RON2 inh 2% and FBPA Giardia inh 3%.
Screening COc1cccc(OC)c1C(=O)NCCOc1cc(C)cc(C)c1 returned AmpC no deterg 16%, Sm TGR block -9%, AmpC detergent inconclusive, HCMV inh -25, AMA1-RON2 inh 12% and FBPA Giardia inh 3%.
CN1c2ccccc2C(C)(C)C12CC(CCl)=NO2 (stereo not drawn) was read as AmpC no deterg -10%, Sm TGR block 40µM*, AmpC detergent -9%, AMA1-RON2 inh -8% and FBPA Giardia inh 4%.
For O=C(/C=C\c1ccc2c(c1)OCO2)NC1(C(=O)Nc2ccc3c(c2)OCO3)CCCCC1 the results were AmpC no deterg -21%, Sm TGR block -9%, AmpC detergent -5%, HCMV inh -11, AMA1-RON2 inh 25% and FBPA Giardia inh -1%.
Cc1ccc(C23OC(=O)C(C)(C)C2OC(=O)C3(C)C)cc1 (stereo not drawn) was read as AmpC no deterg 9%, Sm TGR block -20%, AmpC detergent -12%, HCMV inh -23, AMA1-RON2 inh -3% and FBPA Giardia inh 14%.
Screening O=C(N/N=C/c1coc2ccccc2c1=O)c1ccccc1 returned AmpC no deterg -22%, Sm TGR block inconclusive, AmpC detergent 1%, HCMV inh -32, AMA1-RON2 inh 3% and FBPA Giardia inh 1%.
For O=C(CN1C(=O)c2cccnc2C1=O)c1ccccc1 the results were AmpC no deterg -13%, Sm TGR block -10%, AmpC detergent -1%, HCMV inh 0, AMA1-RON2 inh 4% and FBPA Giardia inh -1%.
For CCN(CC)C(=O)c1sc(N2C(=O)Nc3ccccc3N2O)c(C(=O)OC)c1C the results were AmpC no deterg -28%, Sm TGR block -7%, AmpC detergent 6%, HCMV inh -5, AMA1-RON2 inh 3% and FBPA Giardia inh 2%.

Next part; the last five above are carried over.
For O=C(/C=C\c1ccc2c(c1)OCO2)NC1(C(=O)Nc2ccc3c(c2)OCO3)CCCCC1 the results were AmpC no deterg -21%, Sm TGR block -9%, AmpC detergent -5%, HCMV inh -11, AMA1-RON2 inh 25% and FBPA Giardia inh -1%.
Cc1ccc(C23OC(=O)C(C)(C)C2OC(=O)C3(C)C)cc1 (stereo not drawn) was read as AmpC no deterg 9%, Sm TGR block -20%, AmpC detergent -12%, HCMV inh -23, AMA1-RON2 inh -3% and FBPA Giardia inh 14%.
Screening O=C(N/N=C/c1coc2ccccc2c1=O)c1ccccc1 returned AmpC no deterg -22%, Sm TGR block inconclusive, AmpC detergent 1%, HCMV inh -32, AMA1-RON2 inh 3% and FBPA Giardia inh 1%.
For O=C(CN1C(=O)c2cccnc2C1=O)c1ccccc1 the results were AmpC no deterg -13%, Sm TGR block -10%, AmpC detergent -1%, HCMV inh 0, AMA1-RON2 inh 4% and FBPA Giardia inh -1%.
For CCN(CC)C(=O)c1sc(N2C(=O)Nc3ccccc3N2O)c(C(=O)OC)c1C the results were AmpC no deterg -28%, Sm TGR block -7%, AmpC detergent 6%, HCMV inh -5, AMA1-RON2 inh 3% and FBPA Giardia inh 2%.
For O=C(CN1CCCC1)Nc1ccccc1Sc1ccccc1 the results were AmpC no deterg -11%, Sm TGR block 13%, AmpC detergent -7%, HCMV inh -33, AMA1-RON2 inh -25% and FBPA Giardia inh 16%.
`COc1ccc(C2NC(=O)N(C)C(C)=C2[N+](=O)[O-])cc1` (stereo not drawn) gave AmpC no deterg -4%, Sm TGR block 2%, AmpC detergent 4%, HCMV inh 12, AMA1-RON2 inh 9% and FBPA Giardia inh 5%.
`Cc1cc(-c2nnc(-c3cc4ccccc4oc3=O)o2)c(C)n1-c1ccccc1` gave AmpC no deterg -12%, Sm TGR block 21%, AmpC detergent 1%, HCMV inh 31, AMA1-RON2 inh 7% and FBPA Giardia inh 6%.
O=C(c1cc(-c2ccc(Cl)cc2)n[nH]1)N1CCN(S(=O)(=O)c2ccc(Br)s2)CC1 was read as Sm TGR block 4%, AmpC detergent 1% and HCMV inh inconclusive.
For COc1ccc(CCNS(=O)(=O)c2cc(-c3onc(C)c3C)ccc2OC)cc1OC the results were Sm TGR block 2%, AmpC detergent 0% and HCMV inh -11.
`O=S(=O)(Cc1cc(Sc2ccc(Cl)cc2)nc(-c2ccccc2)n1)c1ccccc1` gave AmpC no deterg -15%, Sm TGR block -2%, AmpC detergent 1%, HCMV inh 28, AMA1-RON2 inh -6% and FBPA Giardia inh -5%.
CC(C)c1c(O)nc(SCc2ccc(F)cc2)[nH]c1=O was read as AmpC no deterg -12%, Sm TGR block 10%, AmpC detergent inconclusive, HCMV inh 70, AMA1-RON2 inh -2% and FBPA Giardia inh -17%.
`COc1ccc(-c2nn(-c3ccccc3)cc2/C=N/NC(=O)c2cccc(S(=O)(=O)Nc3ccccc3OC)c2)cc1` gave AmpC no deterg -38%, Sm TGR block 2%, AmpC detergent -16%, HCMV inh 13, AMA1-RON2 inh 24% and FBPA Giardia inh 5%.
Screening C[C@H](CO)N1C[C@H](C)[C@@H](CN(C)S(=O)(=O)c2ccccc2)Oc2c(NC(=O)Cc3ccccc3)cccc2C1=O returned AmpC no deterg 204%[activator], HCMV inh 60 and AMA1-RON2 inh -4%.
Cc1cc(=S)[nH]c2ccccc12 was read as AmpC no deterg -19%, Sm TGR block 12%, AmpC detergent 2%, HCMV inh -21, AMA1-RON2 inh 70%[activator] and FBPA Giardia inh 24%.
`COc1cc([N+](=O)[O-])c(C(=O)N2CCOCC2)c([N+](=O)[O-])c1` gave AmpC no deterg -16%, Sm TGR block -20%, AmpC detergent inconclusive, HCMV inh 21, AMA1-RON2 inh 10% and FBPA Giardia inh -29%.
O=C(COc1ccccc1)N(Cc1ccco1)C1CCS(=O)(=O)C1 (stereo not drawn) was read as AmpC no deterg -2%, Sm TGR block inconclusive, AmpC detergent -13%, HCMV inh 0, AMA1-RON2 inh 6% and FBPA Giardia inh 13%.
Cc1ccc(S(=O)(=O)N2[C@@H](c3ccc(Cl)cc3)C(C(=O)O)=CC[C@H]2c2ccc(C(C)C)cc2)cc1 was read as AmpC no deterg -16%, Sm TGR block -10%, AmpC detergent inconclusive, HCMV inh 35 and AMA1-RON2 inh -1%.
`COc1ccccc1N1CCN(S(=O)(=O)CCNC(=O)Cc2ccc(F)cc2)CC1` gave AmpC no deterg 77%[activator], Sm TGR block 0%, AmpC detergent inconclusive, HCMV inh -31 and AMA1-RON2 inh -20%.
Screening O=C(c1ccccc1F)N1c2ncnn2C2(CCCCC2)[C@@H]2CCCC[C@@H]21 returned Sm TGR block 2%, AmpC detergent 19% and HCMV inh -12.
`CN(c1c[nH]c(=O)[nH]c1=O)C1CCCCC1` gave AmpC no deterg -11%, Sm TGR block 5%, AmpC detergent 6%, HCMV inh 23, AMA1-RON2 inh -3% and FBPA Giardia inh 3%.
CC(NC(=O)c1cccc(C(F)(F)F)c1)C1CCCO1 (stereo not drawn) was read as AmpC no deterg -7%, Sm TGR block -26%, AmpC detergent -1%, HCMV inh -5, AMA1-RON2 inh 8% and FBPA Giardia inh 0%.
Screening Cc1cc(C(=O)CSc2nc(N)cc(=O)[nH]2)c(C)n1CC1CCCO1 (stereo not drawn) returned AmpC no deterg 4%, HCMV inh -9 and AMA1-RON2 inh -21%.
CN(C)S(=O)(=O)c1ccc2oc(SCC(N)=O)nc2c1 was read as AmpC no deterg -12%, Sm TGR block 1%, AmpC detergent -2%, HCMV inh -6, AMA1-RON2 inh -7% and FBPA Giardia inh 0%.

Screens as filed in PubChem BioAssay.
